Screening results from PubChem.
Pin1 inh = qHTS Assay to Find Inhibitors of Pin1 | Peptidyl-prolyl cis-trans isomerase NIMA-interacting 1 (Homo sapiens), Q13526 | Pin1 FP peptide displacement, HiFluor488, 10 min | Potency, µM (titrated, usually from 115 µM), for inactives: at the highest dose activity, negative = inhibition, most hits filed as inhibitors | 390,000 compounds, 0.009% hits | AID 504891, 2011; active = well fitted inhibition curve with a large enough effect in the polarisation, with a control signal flat, not every such curve was filed as active; inconclusive = small, poorly fitted or top-dose-only effect, or effect the other way, or a change in a side signal; inactive = no such curve, though single readings can be large or run the other way; the % refers to the polarisation; note: potency is the fitted concentration of half-maximal effect; % is set by controls: 0 for no effect and ±100 for the full control effect
Target sequence (Q13526 whole entry, looked up): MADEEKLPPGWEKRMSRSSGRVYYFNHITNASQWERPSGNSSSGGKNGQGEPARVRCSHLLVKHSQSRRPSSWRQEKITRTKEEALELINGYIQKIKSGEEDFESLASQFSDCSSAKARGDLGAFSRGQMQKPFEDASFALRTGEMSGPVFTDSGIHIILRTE
Tb PGK inh = qHTS Assay to Find Inhibitors of Phosphoglycerate Kinase | Phosphoglycerate kinase, glycosomal (Trypanosoma brucei brucei), P07378 | PGK/GAPDH coupled, Kinase-Glo luminescence, 60 min | Potency, µM (doses to about 57.5 µM), inactives show at the top dose activity change, negative = inhibition, hits mostly inhibitors | 380,000 compounds, 0.043% hits; note: potency is the fitted concentration of half-maximal effect; % is set by controls: 0 for no effect and ±100 for the full control effect; nearly all actives have a fitted effect of over 60% in size
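Luminescent ATP detection (Kinase-Glo Plus) follows a 60-minute room-temperature incubation, with wells lacking PGK as controls. Buffer: 100 mM TEA (pH 7.6), 5 mM MgCl2, 0.01% Tween-20. Coupling enzyme GAPDH (100 nM final) supplies unstable 1,3-BPG in-well.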
rTrxR1 inhibitor = qHTS Assay for Inhibitors of Mammalian Selenoprotein Thioredoxin Reductase 1 (TrxR1): qHTS; Thioredoxin reductase 1, cytoplasmic (Rattus norvegicus), O89049; 390,000 compounds, 1% hits; Potency, µM (doses to about 114 µM), inactives show at the highest dose activity change, negative = inhibition, actives largely listed as inhibitors; AID 588453, 2011; recombinant rTrxR1, NADPH fluorescence consumption, selenite substrate; note: potency is the fitted concentration of half-maximal effect; % is set by controls: 0 for no effect and ±100 for the full control effect; nearly all actives have a fitted effect of over 65% in size
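Rat TrxR1 (90 nM in the dispensed reagent) was pre-reduced with 400 uM NADPH for 5 min at room temperature, then incubated with compound for 15 min. After 400 uM selenite was added, NADPH fluorescence (Ex 340/Em 450 nm) was followed for 8 min.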
IDH1 R132H inh = qHTS for Inhibitors of mutant isocitrate dehydrogenase 1 (IDH1): qHTS; IDH1-R132H enzyme, NADPH consumption, diaphorase/resazurin fluorescence; AID 602179, 2012; 390,000 compounds, 0.093% hits; Isocitrate dehydrogenase [NADP] cytoplasmic (Homo sapiens), O75874; Potency, µM (doses to about 76.6 µM), for inactives: top-dose activity change, negative = inhibition, usual class: inhibitors; note: potency is the fitted concentration of half-maximal effect; % is set by controls: 0 for no effect and ±100 for the full control effect; nearly all actives have a fitted effect of over 65% in size
Target sequence (O75874 whole entry R132H, stated change not applied): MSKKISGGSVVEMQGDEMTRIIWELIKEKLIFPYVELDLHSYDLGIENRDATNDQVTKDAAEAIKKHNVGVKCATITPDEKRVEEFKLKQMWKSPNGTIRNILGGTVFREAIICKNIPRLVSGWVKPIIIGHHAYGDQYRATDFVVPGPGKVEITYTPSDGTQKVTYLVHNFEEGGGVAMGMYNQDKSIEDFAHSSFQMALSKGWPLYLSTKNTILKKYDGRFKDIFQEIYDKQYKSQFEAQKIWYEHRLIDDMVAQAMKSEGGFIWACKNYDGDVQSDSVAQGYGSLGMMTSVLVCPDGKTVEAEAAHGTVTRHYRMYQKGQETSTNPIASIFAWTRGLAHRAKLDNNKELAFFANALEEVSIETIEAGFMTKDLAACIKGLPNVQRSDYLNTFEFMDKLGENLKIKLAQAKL
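IDH1-R132H (0.5 ug/mL dispensed) in pH 7.5 Tris buffer was preincubated 30 min with compound, then given a substrate mix of 0.016 mM NADPH and 2 mM alpha-KG for 80 min at room temperature; remaining NADPH was read by diaphorase/resazurin fluorescence.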
USP1 inh = Inhibitors of USP1/UAF1: Primary Screen; Potency, µM (highest dose often 57.1 µM), inactives show at the top dose activity change, negative = inhibition, most hits filed as inhibitors; recombinant USP1/UAF1, Ub-Rhodamine cleavage fluorescence; 390,000 compounds, 0.23% hits; Ubiquitin carboxyl-terminal hydrolase 1 (Homo sapiens), O94782; note: potency is the fitted concentration of half-maximal effect; % is set by controls: 0 for no effect and ±100 for the full control effect; nearly all actives have a fitted effect of over 60% in size; inactives centre near -12
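In this screen, compounds sit with the deubiquitinase complex (1nM) for 15 min at room temperature before Ub-Rho is added at 150nM final. Fluorescence rise is then followed for 6 reads every 60 seconds.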
HP1b chromo inh = HTS for Inhibitors of HP1-beta Chromodomain Interactions with Methylated Histone Tails; Chromobox protein homolog 1 (Homo sapiens), P83916; AlphaScreen HP1-beta / biotin-H3K9me3 peptide binding; Potency, µM (doses to about 114 µM), without a hit: top-dose activity change, negative = inhibition, most hits filed as inhibitors; 390,000 compounds, 0.56% hits; AID 540317, 2011; note: potency is the fitted concentration of half-maximal effect; nearly all actives have a fitted effect of over 70% in size; inactives centre near 23
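Compound inhibition of the preformed complex between 50 nM HP1-beta and 50 nM biotinylated H3K9me3 peptide was read by AlphaScreen. Buffer was PBS pH 7.4 with 0.01% Tween-20. Incubations ran 30 min at room temperature, with 10 ug/mL donor/acceptor beads.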
TrxR1 substrate = qHTS Assay for Substrates of Mammalian Selenoprotein Thioredoxin Reductase 1 (TrxR1): qHTS | Thioredoxin reductase 1, cytoplasmic (Rattus norvegicus), O89049 | purified TrxR1 substrate turnover, NADPH consumption readout | Potency, µM (doses to about 114 µM), for the others: top-dose activity change, negative = substrate turnover | 390,000 compounds, 0.01% hits; note: potency is the fitted concentration of half-maximal effect; % is set by controls: 0 for no effect and ±100 for the full control effect; nearly all actives have a fitted effect of over 50% in size
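Rat TrxR1, dispensed at 90 nM, was prereduced with 400 uM NADPH (final) for 5 min at ~22 deg C, then incubated with compound 15 min before 400 uM selenite. A first-read NADPH fluorescence drop versus no-compound background flagged substrates.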
PI4K2A inh = qHTS for small molecular inhibitors of PI4K2A. Phosphatidylinositol 4-kinase type 2-alpha (Homo sapiens), Q9BTU6. activity change, negative = inhibition, % at 76.9 µM. 420,000 compounds, 0.13% hits. purified PI4K2A, ADP-Glo luminescence, 1 h; hits give low values; in the data active = activity change below about -50%; inconclusive = mostly about -30% to -49%;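 note: -100% = wells without enzyme as full effect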
Target sequence (Q9BTU6 whole entry, looked up): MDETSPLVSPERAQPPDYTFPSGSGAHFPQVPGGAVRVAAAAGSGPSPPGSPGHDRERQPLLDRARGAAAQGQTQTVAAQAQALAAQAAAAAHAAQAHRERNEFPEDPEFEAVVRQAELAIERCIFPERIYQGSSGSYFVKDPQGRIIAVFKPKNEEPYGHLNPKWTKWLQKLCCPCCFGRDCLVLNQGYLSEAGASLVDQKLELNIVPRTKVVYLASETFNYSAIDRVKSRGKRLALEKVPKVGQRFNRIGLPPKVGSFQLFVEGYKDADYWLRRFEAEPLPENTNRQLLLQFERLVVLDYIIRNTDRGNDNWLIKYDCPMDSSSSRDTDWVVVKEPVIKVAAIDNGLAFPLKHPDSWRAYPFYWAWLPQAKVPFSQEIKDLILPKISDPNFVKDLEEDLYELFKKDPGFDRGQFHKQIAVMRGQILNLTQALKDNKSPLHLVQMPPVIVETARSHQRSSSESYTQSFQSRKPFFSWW
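ADP-Glo luminescence measured ADP generated by PI4K2A enzyme (4 ug/mL before mixing) with 1.2 mM PI substrate (pre-mix) and 300 microM ATP (pre-mix). Tris pH7.5 buffer with MgCl2, Triton X-100; 1 h reaction at ambient temperature.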
GLS inh = qHTS for Inhibitors of Glutaminase (GLS); GLS enzymatic activity, qHTS titration; Potency, µM (series often up to 45.5 µM), inactives show at the top dose activity change, negative = inhibition, most hits filed as inhibitors; 410,000 compounds, 0.21% hits; AID 624170, 2012; note: potency is the fitted concentration of half-maximal effect; % is set by controls: 0 for no effect and ±100 for the full control effect
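Glutamate formation by hKGA was monitored fluorometrically using coupled glutamate oxidase, HRP and Amplex Red. Substrate was added as 1 mM L-glutamine solution; incubation was 30 min at RT after an initial read.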
Numbers without * were called inactive; i = inactive; ? = inconclusive; · = not tested or not shown; [ ] = remark or other dose. Unless noted, calls come from the whole dose curve; as a rule, active = well fitted curve in the direction sought with a large enough effect; inconclusive = small, poorly fitted or top-dose-only effect, or another doubt; inactive = no such curve, though single readings can be large; an effect the other way counts as inactive or inconclusive. An excerpt, so the mix of outcomes need not match the whole.

SMILES	Pin1 inh	Tb PGK inh	rTrxR1 inhibitor	IDH1 R132H inh	USP1 inh	HP1b chromo inh	TrxR1 substrate	PI4K2A inh	GLS inh
CCCCNC(=O)Cn1cnc([N+](=O)[O-])n1	-4%	·	24%	1%	-10%	33%[activator]	0%	2	4%
CCc1cc(C(=O)NNC(=O)CCl)sc1C	1%	10%	?	1%	-9%	46%[activator]	1%	2	13%
CCN(C[C@H]1N[C@@](Cc2ccccc2)(C(=O)OC)[C@H]2C(=O)N(C)C(=O)[C@@H]12)C(C)=O	4%	2%	37%	3%[38.3 µM]	-2%	23%	3%	2	6%
CCN(CC)S(=O)(=O)c1ccc(N2CCCC2)c(NC(=O)c2c(-c3ccccc3)noc2C)c1	3%	2%	7%	3%	-21%	11%[57 µM]	0%	-1	-1%
S=c1[nH]nc(-c2cc(-c3ccccc3)n[nH]2)n1/N=C/c1c2ccccc2cc2ccccc12	?	-1%	2%	0%	-24%	-9%	8%	1	-19%
CC1=NN(c2nc3ccccc3[nH]2)C(=O)/C1=C/N(C)C	0%	?	64%[activator][11.4 µM]	-3%	-5%	48%[activator]	12%[11.4 µM]	?	-5%
Nc1nc(Sc2c([N+](=O)[O-])cc(C(F)(F)F)cc2[N+](=O)[O-])n[nH]1	3%	-10%	16µM*	2%	-17%	40%[activator]	7%[57.1 µM]	18	-13%
CC12CC(NC(=O)N1c1ccc(C(=O)N3CCN(c4ccc(F)cc4)CC3)cc1)c1ccccc1O2 (configuration not stated)	-1%	-6%	-22%	3%	-6%	-27%	3%	-14	1%
NC(=O)C1CCN(C(=S)c2cccs2)CC1	-7%	0%	10%	0%	-10%	-4%	-2%	6	-12%
NC(=O)CC(NC(=O)Cc1cccc2ccccc12)c1ccc(N2CCC(Br)CC2)c([N+](=O)[O-])c1 (configuration not stated)	-4%	i	15%	1%	-14%	?	-3%	0	9%
O=C(CCNC(=O)c1ccccc1Cl)NNC(=O)c1ccccc1O	1%	i	-2%	1%	-9%	46%[activator]	24%	1	16%
CS(=O)(=O)N(CC(=O)N1CCOCC1)c1cc(C(F)(F)F)ccc1Cl	-2%	-1%	25%	1%	-16%	46%[activator]	3%	3	-9%

Just PI4K2A inh, IDH1 R132H inh and rTrxR1 inhibitor, for some of the entries so far:
molecule | PI4K2A inh | IDH1 R132H inh | rTrxR1 inhibitor
CCN(C[C@H]1N[C@@](Cc2ccccc2)(C(=O)OC)[C@H]2C(=O)N(C)C(=O)[C@@H]12)C(C)=O | 2 | 3%[38.3 µM] | 37%
CCN(CC)S(=O)(=O)c1ccc(N2CCCC2)c(NC(=O)c2c(-c3ccccc3)noc2C)c1 | -1 | 3% | 7%

Continuation.
SMILES	Pin1 inh	Tb PGK inh	rTrxR1 inhibitor	IDH1 R132H inh	USP1 inh	HP1b chromo inh	TrxR1 substrate	PI4K2A inh	GLS inh
COCCN1CCN(C(=O)c2cc(COc3ccc(Cl)cc3OC)on2)CC1	17%	-2%	1%	3%	-12%	30%	-1%	-2	-12%
CN(Cc1ccccc1)c1nc2c(c(=O)[nH]c(=O)n2C)n1C	4%	i	-6%[57.1 µM]	9%	-7%	15%	-11%	1	16%
CCCCOc1ccccc1NC(=O)CSc1nnnn1C(C)(C)C	-9%	5%	14%	6%	-20%	82%[activator]	5%	4	2%
CCOc1ccc(NC(=O)Cn2nc(C(N)=O)c3ccccc3c2=O)cc1S(=O)(=O)N1CCCC1	-2%	-4%	8%	7%	-21%	19%	1%	-3	1%
CC1=Nn2c(nc(-c3ccccc3)c2-c2ccccc2)NC(=O)C1Br (configuration not stated)	?	-7%	6%[57.1 µM]	0%	-10%	16%	4%[57.1 µM]	8	21%
CCOC(=O)c1c(C)[nH]c(O)c1C=Nc1ccc(Cl)cc1	39%[activator]	3%	-2%[57.1 µM]	0%	-3%	?	6%[57.1 µM]	4	11%
O=C(NC1CCCCC1)n1c(=O)oc2ccccc21	0%	0%	-1%	11%	-24%	133%[activator]	0%	-1	5%
CC(Sc1nnc(Cc2ccccc2)o1)C(=O)NC1(C#N)CCCCC1 (configuration not stated)	5%	7%	16%	-11%	-14%	45%[activator]	-4%	0	-4%
O=C(C=Cc1ccccc1)CC(c1ccccc1)N1CCOCC1 (configuration not stated)	-2%	7%	?	-9%	-17%	-3%	-5%	39	4%
C=CCOc1ccc(CNc2ccc(NC(=O)CCC)cc2)cc1OCC	4%	i	7%	3%	-8%	-21%	3%	5	3%
COc1ccccc1CN1CCC(CNS(=O)(=O)c2cc(-c3cc(C)no3)ccc2C)CC1	4%	-5%	23%	0%	-27%	14%	8%	0	2%
COc1ccc(-c2nc3ccccc3nc2-c2ccc(OC)cc2)cc1	0%	-14%	95%[activator]	-2%	-23%	194%[activator]	64%[activator]	5	-1%
COc1ccc(-n2ncc3c(SCC(=O)NNC(C)=O)ncnc32)cc1	8%	-6%	-14%[57.1 µM]	-1%	-3%	28%	8%[57.1 µM]	6	0%
CCC(COC)NCc1cn(-c2ccc(F)cc2F)nc1-c1ccccc1C (configuration not stated)	-4%	0%	2%	0%	-20%	42%[activator]	-4%	-1	0%
COc1ccc(N2CCN(C(=O)c3ccc(Br)o3)CC2)cc1	-11%	-5%	-20%	10%	-13%	-16%	-8%	8	60%[activator]
O=C(CCNS(=O)(=O)c1ccccc1F)N1CCN(S(=O)(=O)c2cccc(F)c2)CC1	-4%	-4%	-2%	2%	-17%	23%	0%	0	1%
O=C(Nc1ccc(Br)cn1)c1ccc2nccnc2c1	?	-8%	4%	3%	-12%	36%	-6%	-3	-16%
COc1ccc(CCNCCN2CCOCC2)cc1	-8%	-6%	7%	13%	-8%	?	5%	-1	2%
CC(=O)c1ccc(NC(=O)CSc2nnc3ccc(-c4ccccn4)nn23)cc1	0%	-2%	-3%	4%	-4%	16%	-1%	-1	-3%
C=CCn1c(=O)c2ccccc2n2c(SCc3nc(N)nc(Nc4ccccc4C)n3)nnc12	-10%	-8%	22%	1%	-13%	28%	10%	-6	-1%
CN(C)/C=C1\C(=O)N(c2ccc(Cl)c(Cl)c2)CS1(=O)=O	2%	-12%	11%	7%	-14%	24%	10%[57.1 µM]	1	-10%
N#CCn1c(CN2CCCC2)nc2ccccc2c1=O	3%	-9%	5%	4%	-19%	31%	3%	39	-2%
COc1ccc(CCNC(=O)/C=C/c2ccc(C)cc2)cc1OC	-8%	-5%	-8%	1%	3%	3%	-12%	0	-7%
CC(=O)Nc1cc2nc(C)n(Cc3ccccc3[N+](=O)[O-])c2nc1C	1%	-3%	4%	-1%	-10%	57%[activator]	-7%	3	0%
COc1cccc(CNC(=O)c2cc(Sc3cccc(Cl)c3)nc3ccccc23)c1	-2%	-1%	21%[57.1 µM]	-12%	-14%	45%[activator]	-2%[57.1 µM]	4	-8%
Cc1cc(/C=C2/NC(=O)NC2=O)c(C)n1-c1ccc(C#N)cc1	3%	i	-20%[57.1 µM]	0%	-6%	-15%	-7%[57.1 µM]	-5	?
N#C/C(=C\C=C\c1ccccc1)c1nc(-c2ccc3c(c2)OCO3)cs1	?	-2%	-5%	5%	?	95%[activator]	0%	4	0%
O=C(O)CSC1CC(=O)N(c2ccc(Cl)cc2)C1=O (configuration not stated)	2%	-1%	-7%	5%	-1%	32%	-10%	1	8%
CCOC(=O)c1ccc(-n2c(CCC(=O)O)ccc2-c2ccc(Br)cc2)cc1	?	-3%	?	-21%	1%	?	3%	0	17%
COc1ccc(Cl)cc1N1C(=O)C2CCCN2C1c1ccccc1F (configuration not stated)	-3%	-9%	22%[57.1 µM]	-1%	-14%	37%[activator]	9%[57.1 µM]	3	-1%
COc1ccc(C(CNC(=O)c2oc3ccc(Br)cc3c2C)N2CCCCC2)cc1 (configuration not stated)	2%	i	10%[57.1 µM]	-2%	-24%	-9%	5%[57.1 µM]	3	-3%
O=C(COC(=O)c1cc(-c2ccccc2)nc2ccccc12)c1ccc(Br)cc1	19%	-5%	25%	6%	-2%	37%[activator]	15%	1	5%
COCCCNc1c2c(nc3ccccc13)CCC2	·	i	·	9%	-26%	·	·	1	-14%
COC(=O)[C@]1(C)N[C@H](CN(C)C(=O)c2ccc(C(C)(C)C)cc2)[C@@H]2C(=O)N(C)C(=O)[C@@H]21	0%	-7%	13%	-4%[38.3 µM]	-21%	34%	0%	-2	1%
Cc1cccc(N2CCN(C(=O)c3cc(=O)[nH]c4ccccc34)CC2)c1C	1%	-8%	10%	13%	-15%	38%	1%	-14	-2%
COc1ccc(S(=O)(=O)N2CCOCC2)cc1NC(=O)c1ccccc1-c1ccc(C(F)(F)F)cc1	4%	-2%	15%	0%	-19%	-5%	20%	-3	0%
